IDH1 R132H inh = qHTS for Inhibitors of mutant isocitrate dehydrogenase 1 (IDH1): qHTS; Isocitrate dehydrogenase [NADP] cytoplasmic (Homo sapiens), O75874; IDH1-R132H enzyme, NADPH consumption, diaphorase/resazurin fluorescence; 0.093% of 390,000 active; Potency, µM (doses to about 76.6 µM), for the others: at the top dose activity change, negative = inhibition, hits mostly inhibitors; also: potency is read from the fitted curve at half-maximal effect; % is scaled to controls: 0 for no effect and ±100 for the full control effect; nearly all actives have a fitted effect of over 65% in size
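IDH1-R132H (0.5 ug/mL dispensed) in pH 7.5 Tris buffer was preincubated 30 min with compound, then given a substrate mix of 0.016 mM NADPH and 2 mM alpha-KG for 80 min at room temperature; remaining NADPH was read by diaphorase/resazurin fluorescence.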
USP1 inh = Inhibitors of USP1/UAF1: Primary Screen. Ubiquitin carboxyl-terminal hydrolase 1 (Homo sapiens), O94782. recombinant USP1/UAF1, Ub-Rhodamine cleavage fluorescence. Potency, µM (titrated, usually from 57.1 µM), without a hit: at the highest dose activity change, negative = inhibition, most hits filed as inhibitors. 0.23% of 390,000 active; also: potency is read from the fitted curve at half-maximal effect; % is scaled to controls: 0 for no effect and ±100 for the full control effect; nearly all actives have a fitted effect of over 60% in size; inactives centre near -12
Target sequence (O94782 whole entry, looked up): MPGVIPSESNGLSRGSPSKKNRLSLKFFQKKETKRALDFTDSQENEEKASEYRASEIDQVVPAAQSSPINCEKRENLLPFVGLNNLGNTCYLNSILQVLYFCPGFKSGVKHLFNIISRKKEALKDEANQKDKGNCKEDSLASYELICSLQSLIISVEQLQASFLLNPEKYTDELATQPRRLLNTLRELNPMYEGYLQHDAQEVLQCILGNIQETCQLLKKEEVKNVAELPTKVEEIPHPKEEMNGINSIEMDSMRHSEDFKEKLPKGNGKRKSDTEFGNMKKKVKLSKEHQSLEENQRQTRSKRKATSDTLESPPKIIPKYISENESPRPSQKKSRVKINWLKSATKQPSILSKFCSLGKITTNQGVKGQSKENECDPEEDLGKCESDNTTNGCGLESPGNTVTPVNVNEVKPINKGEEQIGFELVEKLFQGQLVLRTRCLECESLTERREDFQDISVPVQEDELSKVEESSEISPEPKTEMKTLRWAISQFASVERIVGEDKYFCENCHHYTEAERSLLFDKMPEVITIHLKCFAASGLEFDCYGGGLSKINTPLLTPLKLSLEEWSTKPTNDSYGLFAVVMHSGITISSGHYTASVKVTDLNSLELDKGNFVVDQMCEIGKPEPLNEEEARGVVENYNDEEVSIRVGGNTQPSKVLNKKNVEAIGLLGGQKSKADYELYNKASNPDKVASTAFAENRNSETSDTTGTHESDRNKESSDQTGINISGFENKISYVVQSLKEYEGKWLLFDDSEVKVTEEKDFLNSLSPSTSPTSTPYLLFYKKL
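USP1/UAF1 complex (1 nM) preincubated 15 min at room temperature with compound, then Ub-Rho substrate (150 nM final) added. Kinetic fluorescence at 480/540 nm over 6 reads at 60 s intervals; 50 mM HEPES pH 7.8, 0.5 mM EDTA, 0.1 mg/ml BSA, 1 mM TCEP, 0.01% Tween-20.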
LDHA inh = qHTS assay for inhibitors of human lactate dehydrogenase; L-lactate dehydrogenase A chain (Homo sapiens), P00338; purified LDHA, NADH/diaphorase-resazurin fluorescence; hits give low values; activity change, % (values are at about 110 or 230 µM); 0.15% of 480,000 active; AID 1347041, 2019; in the data active = activity change below about -30%; inconclusive = mostly about -25% to -30%;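 also: plate controls were DMSO wells for no effect and wells without enzyme for full effect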
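LDH5 2 nM; NADH 0.06 mM, pyruvate 0.2 mM; 200 mM Tris pH 7.4, EDTA, Tween-20; 5 min RT. Detection: diaphorase 0.133 mg/mL + resazurin 37 µM, fluorescence ex540/em590 at 0 and 20 min; normalized to enzyme-free and DMSO wells.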
Vif-A3F inh = qHTS for Inhibitors of Vif-A3F Interactions: qHTS | HeLa A3F-eYFP + Vif (tagged APOBEC3F with the HIV-1 protein that degrades it), YFP fluorescence increase | Potency, µM (highest dose often 46.1 µM), inactives show at the highest dose activity, negative = active | 0.2% of 390,000 active | AID 602313, 2012; also: potency is read from the fitted curve at half-maximal effect; % of control where 0% means no effect; nearly all actives have a fitted effect of over 65% in size
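HeLa cells stably expressing Vif plus C-terminally eYFP-tagged A3F were seeded, incubated overnight at 37 deg C, dosed with compound, incubated overnight again at 37 deg C. Yellow fluorescence (Ex 488/Em 500-530) reported blocked Vif-mediated A3F-eYFP degradation.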
PI4K2A block = qHTS for small molecular inhibitors of PI4K2A; Phosphatidylinositol 4-kinase type 2-alpha (Homo sapiens), Q9BTU6; purified PI4K2A, ADP-Glo luminescence, 1 h; hits give low values; activity change, negative = inhibition, % at 76.9 µM; 0.13% of 420,000 active; in the data active = activity change below about -50%; inconclusive = mostly about -30% to -49%;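 also: -100% = wells without enzyme as full effect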
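PI4K2A activity was measured by ADP-Glo luminescence: enzyme (4 ug/mL stock) and phosphatidylinositol (1.2 mM stock) in Tris pH 7.5/MgCl2/EGTA/Triton X-100 buffer were reacted with ATP (300 microM stock) for one hour at ambient temperature.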
TrxR1 substrate = qHTS Assay for Substrates of Mammalian Selenoprotein Thioredoxin Reductase 1 (TrxR1): qHTS; Thioredoxin reductase 1, cytoplasmic (Rattus norvegicus), O89049; purified TrxR1 substrate turnover, NADPH consumption readout; Potency, µM (series often up to 114 µM), inactives show top-dose activity change, negative = substrate turnover; 0.01% of 390,000 active; AID 588456, 2011; also: potency is read from the fitted curve at half-maximal effect; % is scaled to controls: 0 for no effect and ±100 for the full control effect; nearly all actives have a fitted effect of over 50% in size
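Rat TrxR1, dispensed at 90 nM, was prereduced with 400 uM NADPH (final) for 5 min at ~22 deg C, then incubated with compound 15 min before 400 uM selenite. A first-read NADPH fluorescence drop versus no-compound background flagged substrates.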
GRP78 ERSR act = qHTS for Inducers of the Endoplasmic Reticulum Stress Response (ERSR) in Human Glioma: qHTS; U87-MG GRP78 promoter luciferase reporter, 16 h; Potency, µM, without a hit: at the highest dose activation, hits mostly activators; AID 602332, 2012; 0.02% of 420,000 active; also: potency is read from the fitted curve at half-maximal effect; series mostly up to about 76 µM; % of control where 0% means no effect; nearly all actives have a fitted effect of over 35% in size
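Stably transfected U87-MG glioma cells carrying a GRP78-based luciferase sensor; 16 h compound incubation. Luminescence end-point read 10 min after Bright-Glo addition at room temperature.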
Vif-APOBEC3G blk = qHTS for Inhibitors of Vif-A3G Interactions: qHTS. Potency, µM (series often up to 46.1 µM), without a hit: at the highest dose activity, negative = active, most hits filed as inhibitors. DNA dC->dU-editing enzyme APOBEC-3G (Homo sapiens), Q9HC16. AID 602310, 2012. HeLa A3G-eYFP + Vif (tagged APOBEC3G with the HIV-1 protein that degrades it), YFP fluorescence, overnight. 0.076% of 410,000 active;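 also: potency is read from the fitted curve at half-maximal effect; % is scaled to controls: 0 for no effect and ±100 for the full control effect; nearly all actives have a fitted effect of over 60% in size; hits raise eYFP signal because A3G escapes Vif-driven loss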
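Read-out is eYFP fluorescence (Ex 488/Em 500-530) from Vif-expressing HeLa A3G-eYFP cells; more signal means A3G escaped Vif-mediated degradation. Cells plated overnight, compound pinned in, incubated overnight at 37 deg C.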
RXFP1 agonist = qHTS Assay for Agonists of the Relaxin Receptor RXFP1; 0.3% of 370,000 active; HEK293T-RXFP1 cAMP TR-FRET, 30 min; response scale: percent of porcine relaxin response, buffer zero; Potency, µM (titrated, usually from 57.5 µM), for inactives: top-dose activation, hits mostly activators; AID 2676, 2010; also: potency is read from the fitted curve at half-maximal effect; % is scaled to controls: 0 for no effect and ±100 for the full control effect; nearly all actives have a fitted effect of over 60% in size; many of its hits are not listed in these tables
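HEK293T cells stably expressing RXFP1 were pretreated with the PDE4 inhibitor Ro 20174, exposed to compounds for 30 min at 37C, lysed, and cAMP was read by TR-FRET. Data normalized to buffer (basal) and 29 nM porcine relaxin (100%).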
Starred values were filed as active, the others as inactive; ? = inconclusive; / = not tested or not shown; & = joins results of further samples; [ ] = another dose, or the depositor's remark. Unless noted, calls follow the shape of the dose curve; as a rule, active = well fitted curve in the direction sought with a large enough effect; inconclusive = small, poorly fitted or top-dose-only effect, or another doubt; inactive = no such curve, though single readings can be large; an effect the other way counts as inactive or inconclusive. The list is partial, so the mix of outcomes need not match the whole.

SMILES | IDH1 R132H inh | USP1 inh | LDHA inh | Vif-A3F inh | PI4K2A block | TrxR1 substrate | GRP78 ERSR act | Vif-APOBEC3G blk | RXFP1 agonist
Cc1cccc(NC(=O)c2cc(Cl)nc3ccccc23)c1 | -3% | -4% | -3 | -11% | 1 | 1% | -1% | 0% | -1.7%
O=C(CNC(=O)c1ccccc1F)N/N=C/c1cn[nH]c1-c1ccccc1 | 10% | -8% | 0 | 2% | 1 | -12%[57.1 µM] | 0% | 0% | 0.2%
Cc1ccccc1NC(=O)C1CCCN(S(=O)(=O)c2ccc(-n3cnnn3)cc2)C1 (stereo not drawn) | 0% | -1% | -7 | ? | -2 | 0% | -1% | 1% | 0.9%
Cc1onc(-c2ccccc2Cl)c1C(=O)N1CCC(C(N)=O)CC1 | -7% | -12% | -4 | -2% | -5 | -3% | 4% | 0% | -0.9%
COc1ccc(CCNC(=O)CC(=O)N/N=C/c2ccc(Br)cc2)cc1OC | 7% | 2% | -5 | 2% | -3 | -8%[11.4 µM] | -2% | 3% | -1.3%
O=S1(=O)CCOC[C@H](Cc2ccccc2)N1Cc1cccc(C(F)(F)F)c1 | 9% | 2% | -1 | 1% | 3 | -16% | -1% | -8% | /
CC1CCN(C(=O)C2CCN(S(=O)(=O)c3cccc4nsnc34)CC2)CC1 | 0% | -23% | 3 | 4% | 1 | -3% | -4% | 0% | 1.3%
O=c1[nH]c(/C=C\c2ccc(O)c(O)c2)nc(O)c1[N+](=O)[O-] | 0% | -10% | -10 | 13% | -11 | ? | -7% | 1% | 5.6%
CC(C)Cc1nc(NCCN2CCOCC2)c(C#N)c2c1COC(C)(C)C2 | 5% | -11% | -1 | / | -14 | -2% | -9% | -3% | 1.7%
Cc1cc(=O)oc(C)c1C(=O)NCCN1CCOCC1 | 15% | -10% | -2 | -1% | -1 | 4% | -2% | -1% | 2.0%
Cc1onc(-c2ccccc2Cl)c1C(=O)NC1CCCCCC1 | -7% | -14% | -5 | 1% | -1 | -2% | 1% | 2% | -4.3%
CC1CCCCN1S(=O)(=O)c1ccc(NC(=O)CSc2nnnn2C)cc1 (stereo not drawn) | 8% | -21% | -2 | -3% | 1 | 0% | 2% | 2% | 1.8%
Cc1ccc(-c2cc(C(=O)N3CCCC3)c3ccccc3n2)s1 | 0% | -12% | -3&4 | 4% | -1 | 445%[activator] | 4% | 3% | 7.8%
CN(C)CCNc1ncnc2c1ncn2[C@H]1CN(Cc2ccccc2)C[C@@H](CO)O1 | / | / | -6 | / | -2 | / | -4% | -1% | /
O=C(CS(=O)CC(=O)N(CC(=O)NC1CCCC1)c1ccccc1F)Nc1ccc(F)cc1 (stereo not drawn) | 3% | -20% | -9 | -4% | 0 | -1% | 18% | 1% | 1.2%
COc1cccc(N(CC(=O)O)S(=O)(=O)c2ccccc2)c1 | -1% | -12% | -3 | 4% | 3 | 4% | -1% | -1% | 0.6%
CCCCNC(=O)CC1S/C(=N/N=C/c2ccc(OC)cc2)NC1=O (stereo not drawn) | 6% | -13% | -4 | 7% | -2 | 3%[57.1 µM] | 2% | -3% | -0.7%
Cc1nnc(SCC(=O)NCc2ccccc2)[nH]c1=O | -2% | 0% | 0 | -6% | 1 | -7% | -4% | 0% | 0.3%
CCOC(=O)CCn1cnc2onc(-c3ccccc3Cl)c2c1=O | 10% | -20% | 1 | 5% | 13 | -3% | -2% | 2% | -1.6%
C/C(=C/Cc1c(O)cc2oc(C)cc(=O)c2c1O)COC1OC(CO)C(O)C(O)C1O (stereo not drawn) | 13% | -26% | -2 | 2% | 5 | 8%[57.1 µM] | -2% | -3% | 5.0%
S=c1[nH]nc(C2CCCCC2)n1/N=C/C(Cl)=C\c1ccccc1 | 7% | 0% | -8 | -10% | 6 | -8% | -3% | -13% | 1.0%
O=C1NN=C(CSc2n[nH]c(=S)s2)CS1 | 14% | -19% | -1 | 0% | -8 | 6%[0.0914 µM] | -6% | -5% | -0.1%
Cc1ccnc2nc(C(=O)Nc3nc4ccccc4s3)nn12 | 2% | 1% | -6 | 14% | -5 | -8% | -14% | -2% | 0.7%
C=CCN=C(NC#N)SC | 9% | 2% | -12 | -6% | 4 | -6% | -5% | -3% | 3.3%
COc1ccc(-c2nnn(Cc3nn[nH]n3)n2)cc1OC | 0% | -19% | -3 | 2% | 1 | -3% | -3% | -1% | -0.5%
Other records
SMILES | IDH1 R132H inh | USP1 inh | LDHA inh | Vif-A3F inh | PI4K2A block | TrxR1 substrate | GRP78 ERSR act | Vif-APOBEC3G blk | RXFP1 agonist
O=C(NCCN1CCOCC1)c1cccs1 | 1% | -8% | -7 | -8% | 8 | 2% | 2% | -3% | 1.4%
CCOc1ccc(NC(=O)CN(C)C(=O)C2CC(=O)N(CCc3ccccc3)C2)cc1OCC (stereo not drawn) | -1% | -2% | 0 | -3% | 5 | -6% | -4% | -5% | -0.8%
CCNC(=S)NNC(=O)C1CCN(Cc2ccccc2)CC1 | 4% | -16% | -1 | 5% | -2 | -3%[57.1 µM] | -1% | 2% | 1.3%
COc1ccccc1NC(=O)[C@H](COCc1ccccc1)NC(=O)OC(C)(C)C | 5% | -12% | -1 | -10% | 0 | -6% | -5% | -1% | 1.6%
Cc1cc(Br)ccc1OCC(=O)NNC(=O)C(=O)Nc1ccccc1 | -6% | -8% | -14 | -10% | 5 | 2%[57.1 µM] | 0% | 2% | -1.4%
Cc1cc(C)c(C)c(S(=O)(=O)N[C@@H](C)C(=O)OCC(N)=O)c1C | 2% | -27% | -9 | 1% | -2 | 6%[57.1 µM] | -1% | 2% | -0.6%
CC(C)(C)c1cc(C(C)(C)C)c2oc(=O)c(-c3nc4ccc(C(=O)O)cc4[nH]3)cc2c1 | 11% | ? | 10 | 0% | 0 | 32%[activator][57.1 µM] | -3% | 1% | 18%
O=[N+]([O-])c1ccccc1Oc1ccccc1Cl | 19% | -4% | -5 | 6% | 2 | 2%[57.1 µM] | 0% | -7% | -1.7%
O=C(Nc1ccc2c(c1)CCCN2C(=O)c1cccs1)c1c(F)cccc1F | -8%&19% | -1%&-18% | 1&4 | -6%&-9% | 10&-17 | 2%&6%[57.1 µM] | 3%&2% | ? | -0.7%&-0.8%
O=C(C[C@@H]1C[C@@H]2c3cc(NS(=O)(=O)c4ccc(F)cc4)ccc3O[C@@H]2[C@H](CO)O1)NCc1ccc(Oc2ccccc2)cc1 | / | / | -1 | / | -3 | / | -6% | -9% | /
Cc1nn(-c2ccc(N3CCCCC3)nn2)c(C)c1CCC(=O)Nc1ccccc1F | -2% | -15% | -7 | 3% | 6 | -5% | 10% | -4% | 11%
CC(C)OCCCNC(=O)C(=O)Nc1ccc2nc3n(c(=O)c2c1)CCCCC3 | 0% | -8% | -3 | -1% | -18 | -1% | -1% | -1% | 16%
O=C(c1ccc(NC2=NC3CS(=O)(=O)CC3S2)cc1)N1CCN(c2ccc(F)cc2)CC1 (stereo not drawn) | -1% | -11% | -1 | 4% | -7 | 6%[57.1 µM] | -1% | 8% | 1.4%
CCN1CCN(C(=O)c2cc(-c3ccc(Cl)s3)nc3ccccc23)CC1 | 6% | -26% | -1 | -19% | -5 | 73%[activator] | 1% | 1% | 29%
Cc1ccccc1NC(=O)CSc1nnc(-c2cccc(Cl)c2)o1 | / | -20% | -5 | / | -1 | 6% | / | / | -1.9%
O=C(O)Cc1coc2cc3c(cc12)CCC3 | 10% | 1% | -7 | -3% | 2 | -6% | -1% | 1% | 2.0%
O=C(COC(=O)CCc1ccc(S(=O)(=O)N2CCOCC2)cc1)Nc1ncc(C(F)(F)F)cc1Cl | 1% | -16% | -5 | -1% | -4 | 6%[57.1 µM] | -3% | 1% | 1.0%
COCC(COCCCNC(=O)Nc1ccc(Br)cc1)OC (stereo not drawn) | 2% | -15% | -4 | -24% | -6 | -4% | 2% | -1% | 3.1%
CC[C@@H]1CC=C[C@H]2[C@H]1C(=O)N(Cc1ccccc1)[C@H]2c1ccc(C(F)(F)F)cc1 | 0%[38.3 µM] | ? | 6 | -4% | -8 | -8% | 0% | -3% | 0.0%
COc1ccc(CCNC(=O)C2CCCN(S(=O)(=O)c3ccc(F)cc3)C2)cc1 (stereo not drawn) | 1% | -2% | -3 | -15% | 2 | -3% | -4% | 3% | -0.7%
Clc1cccc(Cc2c(-c3cccc(Br)c3)nc3ccc(Br)cn23)c1 | / | / | -11 | / | -4 | / | 7% | 0% | /
Cc1cc(NC(=O)COc2nnc(-c3ccccc3)c3ccccc23)no1 | 1% | -5% | -2 | 4% | 1 | -2% | 1% | 0% | 0.7%
COc1cc(/C(C)=N/Nc2ccc(C(=O)O)cc2)cc(OC)c1OC | 2% | -19% | -4 | -13% | 0 | -19% | -2% | 1% | 0.7%

Screening data from PubChem.
